LDHA inh = qHTS assay for inhibitors of human lactate dehydrogenase. purified LDHA, NADH/diaphorase-resazurin fluorescence; hits give low values. activity change, % (values are at about 110 or 230 µM). 480,000 compounds, 0.15% hits. L-lactate dehydrogenase A chain (Homo sapiens), P00338; in the data active = activity change below about -30%; inconclusive = mostly about -25% to -30%;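 also: plate controls were DMSO wells for no effect and wells without enzyme for full effect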
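Remaining NADH was detected by diaphorase (0.133 mg/mL) converting 37 µM resazurin to fluorescent resorufin, read at 0 and 20 minutes. The preceding 5-minute room-temperature reaction used 2 nM LDHA, 0.2 mM sodium pyruvate and 0.06 mM NADH at pH 7.4.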
Vif-APOBEC3G blk = qHTS for Inhibitors of Vif-A3G Interactions: qHTS; DNA dC->dU-editing enzyme APOBEC-3G (Homo sapiens), Q9HC16; 410,000 compounds, 0.076% hits; AID 602310, 2012; HeLa A3G-eYFP + Vif (tagged APOBEC3G with the HIV-1 protein that degrades it), YFP fluorescence, overnight; Potency, µM (series often up to 46.1 µM), inactives show at the top dose activity, negative = active, hits mostly inhibitors;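 also: potency is read from the fitted curve at half-maximal effect; % is scaled to controls: 0 for no effect and ±100 for the full control effect; nearly all actives have a fitted effect of over 60% in size; hits raise eYFP signal because A3G escapes Vif-driven loss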
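Read-out is eYFP fluorescence (Ex 488/Em 500-530) from Vif-expressing HeLa A3G-eYFP cells; more signal means A3G escaped Vif-mediated degradation. Cells plated overnight, compound pinned in, incubated overnight at 37 deg C.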
Vif-A3F inh = qHTS for Inhibitors of Vif-A3F Interactions: qHTS; HeLa A3F-eYFP + Vif (tagged APOBEC3F with the HIV-1 protein that degrades it), YFP fluorescence increase; Potency, µM (highest dose often 46.1 µM), without a hit: at the highest dose activity, negative = active; 390,000 compounds, 0.2% hits; also: potency is read from the fitted curve at half-maximal effect; % of control where 0% means no effect; nearly all actives have a fitted effect of over 65% in size
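Fluorescence increase (Ex 488/Em 500-530) after overnight compound treatment at 37 deg C flags inhibition of Vif-driven A3F-eYFP loss in stable HeLa A3F-eYFP/Vif cells seeded overnight beforehand.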
RXFP1 agonist = qHTS Assay for Agonists of the Relaxin Receptor RXFP1; Potency, µM (series often up to 57.5 µM), for the others: at the top dose activation, usual class: activators; AID 2676, 2010; 370,000 compounds, 0.3% hits; Relaxin receptor 1 (Homo sapiens), Q9HBX9; HEK293T-RXFP1 cAMP TR-FRET, 30 min; response scale: percent of porcine relaxin response, buffer zero; also: potency is read from the fitted curve at half-maximal effect; % is scaled to controls: 0 for no effect and ±100 for the full control effect; nearly all actives have a fitted effect of over 60% in size; many of its hits are not listed in these tables
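cAMP rise read by TR-FRET after 30 min, 37C compound exposure (up to 58 uM) in RXFP1-transfected HEK293 cells with Ro 20174 present. EC50 from Hill-equation fits, with 29 nM porcine relaxin as 100% and buffer as basal.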
TrxR1 substrate = qHTS Assay for Substrates of Mammalian Selenoprotein Thioredoxin Reductase 1 (TrxR1): qHTS; purified TrxR1 substrate turnover, NADPH consumption readout; Potency, µM (series often up to 114 µM), without a hit: at the highest dose activity change, negative = substrate turnover; 390,000 compounds, 0.01% hits; also: potency is read from the fitted curve at half-maximal effect; % is scaled to controls: 0 for no effect and ±100 for the full control effect; nearly all actives have a fitted effect of over 50% in size
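Rat TrxR1, dispensed at 90 nM, was prereduced with 400 uM NADPH (final) for 5 min at ~22 deg C, then incubated with compound 15 min before 400 uM selenite. A first-read NADPH fluorescence drop versus no-compound background flagged substrates.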
mIDH1 inhibitor = qHTS for Inhibitors of mutant isocitrate dehydrogenase 1 (IDH1): qHTS; Isocitrate dehydrogenase [NADP] cytoplasmic (Homo sapiens), O75874; IDH1-R132H enzyme, NADPH consumption, diaphorase/resazurin fluorescence; Potency, µM (series often up to 76.6 µM), inactives show top-dose activity change, negative = inhibition, actives largely listed as inhibitors; 390,000 compounds, 0.093% hits; also: potency is read from the fitted curve at half-maximal effect; % is scaled to controls: 0 for no effect and ±100 for the full control effect; nearly all actives have a fitted effect of over 65% in size
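IDH1-R132H (0.5 ug/mL) preincubated 30 min with compound, then NADPH (0.016 mM) and alpha-KG (2 mM) added; 80 min at RT, pH 7.5. Remaining NADPH coupled via diaphorase/resazurin to fluorescence (540/590 nm); concentration-response curves normalized to no-enzyme control.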
USP1 inh = Inhibitors of USP1/UAF1: Primary Screen. recombinant USP1/UAF1, Ub-Rhodamine cleavage fluorescence. Potency, µM (doses to about 57.1 µM), for inactives: at the top dose activity change, negative = inhibition, usual class: inhibitors. Ubiquitin carboxyl-terminal hydrolase 1 (Homo sapiens), O94782. 390,000 compounds, 0.23% hits. AID 743255, 2014; also: potency is read from the fitted curve at half-maximal effect; % is scaled to controls: 0 for no effect and ±100 for the full control effect; nearly all actives have a fitted effect of over 60% in size; inactives centre near -12
Target sequence (O94782 whole entry, looked up): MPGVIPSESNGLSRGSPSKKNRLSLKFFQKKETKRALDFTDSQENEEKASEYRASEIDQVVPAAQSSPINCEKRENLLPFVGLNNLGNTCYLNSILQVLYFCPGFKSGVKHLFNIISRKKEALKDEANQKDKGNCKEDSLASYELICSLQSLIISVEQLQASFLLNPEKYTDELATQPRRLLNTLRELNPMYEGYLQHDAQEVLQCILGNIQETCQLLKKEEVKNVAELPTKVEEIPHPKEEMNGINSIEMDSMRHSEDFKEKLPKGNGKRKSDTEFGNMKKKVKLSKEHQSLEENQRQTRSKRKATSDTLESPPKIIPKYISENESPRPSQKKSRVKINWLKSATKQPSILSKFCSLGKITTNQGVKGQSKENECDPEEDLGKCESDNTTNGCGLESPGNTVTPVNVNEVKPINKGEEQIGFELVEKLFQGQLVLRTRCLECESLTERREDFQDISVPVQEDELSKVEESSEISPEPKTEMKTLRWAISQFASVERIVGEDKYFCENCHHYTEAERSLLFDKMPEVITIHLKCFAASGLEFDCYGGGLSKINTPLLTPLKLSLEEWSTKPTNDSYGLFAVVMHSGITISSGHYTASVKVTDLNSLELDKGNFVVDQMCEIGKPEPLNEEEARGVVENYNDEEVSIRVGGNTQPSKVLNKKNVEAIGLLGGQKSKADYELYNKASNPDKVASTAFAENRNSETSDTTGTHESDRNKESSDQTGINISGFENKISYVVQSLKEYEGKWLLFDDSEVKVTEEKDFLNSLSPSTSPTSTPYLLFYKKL
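In this screen, compounds sit with the deubiquitinase complex (1nM) for 15 min at room temperature before Ub-Rho is added at 150nM final. Fluorescence rise is then followed for 6 reads every 60 seconds.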
GRP78 ERSR act = qHTS for Inducers of the Endoplasmic Reticulum Stress Response (ERSR) in Human Glioma: qHTS. Potency, µM, for the others: at the top dose activation, usual class: activators. U87-MG GRP78 promoter luciferase reporter, 16 h. 420,000 compounds, 0.02% hits. AID 602332, 2012; also: potency is read from the fitted curve at half-maximal effect; series mostly up to about 76 µM; % of control where 0% means no effect; nearly all actives have a fitted effect of over 35% in size
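Stably transfected U87-MG glioma cells carrying a GRP78-based luciferase sensor; 16 h compound incubation. Luminescence end-point read 10 min after Bright-Glo addition at room temperature.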
PI4K2A block = qHTS for small molecular inhibitors of PI4K2A; Phosphatidylinositol 4-kinase type 2-alpha (Homo sapiens), Q9BTU6; purified PI4K2A, ADP-Glo luminescence, 1 h; hits give low values; activity change, negative = inhibition, % at 76.9 µM; 420,000 compounds, 0.13% hits; AID 1346378, 2018; in the data active = activity change below about -50%; inconclusive = mostly about -30% to -49%;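 also: -100% = wells without enzyme as full effect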
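In this quantitative HTS, ADP production by PI4K2A was quantified luminescently after 1 h at ambient temperature; 100 microM adenosine served as plate-quality control.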
The depositor's hits bear a star; ? = inconclusive; · = no result given; & = joins results of further samples; [ ] = remark or other dose. Unless noted, calls follow the shape of the dose curve; as a rule, active = well fitted curve in the direction sought with a large enough effect; inconclusive = small, poorly fitted or top-dose-only effect, or another doubt; inactive = no such curve, though single readings can be large; an effect the other way counts as inactive or inconclusive. These rows are one share of the data; the hit share may differ from the screen's.

smiles	LDHA inh	GRP78 ERSR act	Vif-A3F inh	Vif-APOBEC3G blk	USP1 inh	mIDH1 inhibitor	TrxR1 substrate	RXFP1 agonist	PI4K2A block
COc1ccc(-c2oc3ccccc3c(=O)c2OC(C)=O)cc1	-10	-4%	10%	-11%	-23%	6%	211%[activator][57.1 µM]	6.2%	1
COc1ccc(C)cc1S(=O)(=O)Nc1cc(Cl)ccc1Cl	-2	-3%	-2%	0%	-13%	5%	10%[57.1 µM]	0.8%	6
CCc1nc(C)c(-c2ccccc2)c(=O)[nH]1	-3	-3%	-4%	0%	2%	5%	4%	-0.8%	-2
COc1ccc(N(C(=O)Cn2cnc3ccccc32)C(C(=O)NC2CCCCC2)c2ccccc2)cc1 (configuration not stated)	-1	0%	2%	3%	3%	9.3µM*	-4%	1.0%	-3
Cc1ccc(S(=O)(=O)N(C)C)cc1NC(=O)CSc1nc2ccccc2[nH]1	-6	-3%	-2%	1%	-2%	7%	-16%	2.3%	-2
COc1ccc(NC(=O)CC(C)NCCCN2CCCC2=O)cc1 (configuration not stated)	-11	4%	-2%	1%	-22%	14%	3%	3.1%	1
CCOCCCn1c(SCC(=O)NC(C)C)nc2ccccc2c1=O	-6	-2%	-14%	1%	-2%	-1%	10%[57.1 µM]	1.9%	1
COc1ccc(C(=O)CSc2nnn(-c3cccc(NC(C)=O)c3)n2)cc1	-9	5%	0%	4%	-16%	14%	-1%	-3.1%	-3
CCOC(=O)CNC(=O)C1c2ccccc2Oc2ccccc21	-1	-3%	1%	0%	-28%	2%	-4%[57.1 µM]	0.3%	-1
COc1ccccc1NC(=O)CSc1nc(C)c2c(c1C#N)CCCC2	-6	-5%	10%	0%	-1%	0%	2%[0.457 µM]	0.1%	-2
COc1ccc(NC(=O)C2(C)Cc3c(-c4ccc5c(c4)OCO5)ccnc3O2)cc1OC (configuration not stated)	-3	2%	·	?	·	·	·	·	-8
Cc1ccc(CSCCNC(=O)c2ccc(Cl)c(S(=O)(=O)N3CCOCC3)c2)cc1	-1	-4%	1%	0%	-20%	4%	1%	-0.1%	-4
CC(OC(=O)Cc1c[nH]c2ccccc12)C(=O)N(C)c1ccccc1 (configuration not stated)	-7	0%	-15%	-1%	-14%	0%	-3%	0.5%	-7
Fc1ccc2nc3c(nc2c1)CCCC3	3	-6%	2%	-5%	-21%	-8%	6%	3.5%	3
CCN(CC(=O)Nc1ccc(NC(C)=O)cc1)CC(=O)Nc1cc(C)on1	-6	-4%	9%	1%	-9%	-3%	-3%	2.6%	6

(list continues)
smiles	LDHA inh	GRP78 ERSR act	Vif-A3F inh	Vif-APOBEC3G blk	USP1 inh	mIDH1 inhibitor	TrxR1 substrate	RXFP1 agonist	PI4K2A block
COc1cccc2c1C(=O)c1c(O)c3c(c(O)c1C2=O)C[C@@](O)(C(=O)CO)C[C@@H]3OC1CC(N)C(O)C(C)O1 (some centres not stated)	22	-1%&-6%	6%	-1%	?	-13%	9%[57.1 µM]	·	-4
O=C(O)CC(CN1C(=O)c2ccccc2C1=O)c1ccccc1 (configuration not stated)	-5	-4%	6%	0%	-26%	0%	10%	·	3
CC(=O)c1ccc(Nc2cc(C)nc3c(C)cc(C)cc23)cc1	1	-8%	0%	?	-15%	-3%	-5%	19%	-3
COc1cc(C(=O)NCCC(=O)NCCN2CCCCCC2)cc(OC)c1OC	4	-2%	1%	-1%	-7%	1%	0%	0.7%	1
O=C(COC(=O)/C=C/c1ccco1)NCc1ccc(Cl)cc1Cl	-1	-4%	1%	3%	-14%	-1%	-4%	·	-8
O=C(NC(=S)NNC(=O)c1ccc(Cl)cc1Cl)c1cccnc1	-4	1%	4%	-12%	3%	-3%	-1%	1.3%	-5
CC(=O)NC(=O)NC1CSCC1OC(C)=O (configuration not stated)	-1	-1%	-2%	1%	-1%	4%	9%[57.1 µM]	0.0%	1
O=C(NCCC1=CCCCC1)C(=O)NCC(c1ccco1)N1CCN(c2ccc(F)cc2)CC1 (configuration not stated)	-4	-2%	-18%	1%	-12%	0%	1%	4.0%	10
CC(=O)NN1C(=O)/C(=C/c2ccc(Br)o2)SC1=S	9	-7%	-11%	?	-23%	9%	-6%[57.1 µM]	0.0%	-27
COCCN(Cc1ccc(OC)cc1)c1c(C)nc2ccc(C(=O)Nc3ccc(NC(C)=O)cc3)cn12	-2	2%	·	-3%	·	·	·	·	2
CCCn1c(SCC(=O)N2CCc3ccccc32)nnc1-c1ccco1	-8	-1%	1%	1%	0%	7%	7%	1.4%	-8
CCSc1c(C(=O)NC)ccc2c1C(=O)c1ccccc1C2=O	9	1%	-8%	-1%	-1%	-2%	-13%	1.8%	-17
CSc1nnc(-c2cccc(NC(=S)NN)c2)o1	-9	9%	-9%	2%	-5%	1%	4%	-1.6%	1
CSCCC(NC(=O)c1ccccc1Br)C(=O)N1CCN(C(C)=O)CC1 (configuration not stated)	-5	-4%	-4%	0%	-18%	-14%	-3%	0.2%	1
C#CCOc1ccc(C2C3=C(CCCC3=O)N(CC(=O)O)C3=C2C(=O)CCC3)cc1Br	17	-6%	-6%	-2%	-11%	-6%	210%[activator][57.1 µM]	9.4%	0

Next part
smiles	LDHA inh	GRP78 ERSR act	Vif-A3F inh	Vif-APOBEC3G blk	USP1 inh	mIDH1 inhibitor	TrxR1 substrate	RXFP1 agonist	PI4K2A block
N#C/C(=C\c1ccccc1)c1nc(-c2cc3c(ccc4ccccc43)oc2=O)cs1	-3	-1%	-2%	4%	19%	4%	-7%	1.0%	-2
O=C(CCn1c(=O)c2cccn2c2cccnc21)NCc1ccccc1Br	-2	-2%	-11%	-7%	-15%	-3%	4%	16%	-3
COc1ccccc1-c1noc(CCC(=O)Nc2cccnc2)n1	1	-3%	-5%	-2%	-16%	1%	·	·	-3
Cc1cc(C(=O)COC(=O)Cc2n[nH]c(=O)c3ccccc23)c(C)n1CC(F)(F)F	-5&-3	-1%	-6%	1%	-20%	2%	6%[57.1 µM]	3.1%	0
CCN(C(=O)COC(=O)c1cccc2ccccc12)c1c(N)n(Cc2ccccc2)c(=O)[nH]c1=O	-4	1%	-11%	-11%	-9%	-6%	8%	·	1
O=C(O)[C@@H]1CCCN1C(=O)COc1ccc2c3c(c(=O)oc2c1)CCC3	-1	-3%	4%	3%	11%	-4%	55%[activator]	5.4%	0
Cc1cc(O)c(C(=O)/C=C/c2ccccc2Br)c(=O)o1	-4	5%	?	-35%	-29%	0%	-1%	0.7%	0
N[C@@H]1CONC1=O	·	-5%&-2%&-3%	·	·	·	·	-3%[57.1 µM]	0.0%	5&2
Cc1nc(NC(=O)c2ccc(Br)s2)sc1C(=O)N(C)C	-15	5%	-2%	1%	-10%	-3%	-3%	3.1%	-1
c1ccc(CSc2nnnn2-c2ccccc2)cc1	-5	2%	-1%	-2%	-7%	4%	6%	2.0%	-1
CSc1ccc(CN2CCCC(CO)(Cc3ccccc3)C2)cc1 (configuration not stated)	-16	-4%	-12%	0%	-19%	-2%	3%	-1.2%	-2
COc1ccc(Cl)cc1N(CC(=O)Nc1cccc(SC)c1)S(C)(=O)=O	-8	0%	-9%	-1%	-11%	9%	-11%	-0.2%	0
CCN(CC)S(=O)(=O)c1ccc(OCCNS(C)(=O)=O)cc1	-3	-3%	-12%	1%	-4%	-6%	5%	-1.1%	-3
CCOc1cc(CNC(=O)Cn2ncn3c(cc4cc(F)ccc43)c2=O)cc(OCC)c1OCC	-12	-4%	1%	1%	0%	-7%	12%	-0.6%	-2
N#CCCN(C(=O)COC(=O)C1=COCCO1)c1ccc(F)cc1	-3	-5%	?	-5%	-14%	-3%	4%	-1.7%	-2

Next part; the last two above are carried over.
smiles	LDHA inh	GRP78 ERSR act	Vif-A3F inh	Vif-APOBEC3G blk	USP1 inh	mIDH1 inhibitor	TrxR1 substrate	RXFP1 agonist	PI4K2A block
CCOc1cc(CNC(=O)Cn2ncn3c(cc4cc(F)ccc43)c2=O)cc(OCC)c1OCC	-12	-4%	1%	1%	0%	-7%	12%	-0.6%	-2
N#CCCN(C(=O)COC(=O)C1=COCCO1)c1ccc(F)cc1	-3	-5%	?	-5%	-14%	-3%	4%	-1.7%	-2
COc1cc([N+](=O)[O-])c(C)cc1NC(=O)c1ccc(OC)c(OC)c1	-11	-4%	6%	2%	-14%	-8%	·	·	7
CCOc1ccccc1NC(=O)CSC1=C(C#N)C(c2ccco2)C(C(=O)Nc2nc3ccccc3s2)=C(C)N1 (configuration not stated)	-5	-3%	2%	0%	-6%	0%	73%[activator]	?	3
Cc1ccc(NC(=O)CS(=O)CC(=O)N(C2CCCC2)C(C)C(=O)NC2CCCCC2)cc1 (configuration not stated)	-5	-3%	2%	0%	1%	8%	6%	-0.8%	3
CCCCNC(=S)N(CCCO)Cc1cc2cc3c(cc2[nH]c1=O)OCO3	0	-4%	-1%	0%	2%	9%	·	·	-8
